Source: PubChem BioAssay
PvdQ acylase: P. aeruginosa PvdQ acylase inhibition; purified PvdQ acylase, fluorescence plate reader; inhibition, % at 10 µM; actives 0.063% (n = 340,000); in the data active = inhibition above about 30%, passing the limit was not always enough;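 also: 0% = vehicle neutral wells and 100% = reference inhibitor wells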
DAGLB inhibitor: blocks human DAGLB lipase activity. inhibition, % at 5.17 µM. Q8NCG7. actives 0.059% (n = 340,000). HEK293T DAGLB membrane lysate, EnzChek fluorogenic substrate. AID 504411; in the data active = inhibition above about 34%;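 also: 0% = enzyme with vehicle and 100% = wells lacking enzyme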
Arr AP2 block: inhibitors of human beta-arrestin and AP2 interaction; inhibition, % at 10 µM; actives 0.31% (n = 340,000); FITC-arrestin peptide / GST-AP2 beads, flow cytometry; AP2 beta2 appendage carries R879A mutation;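 active = inhibition above a set limit, near 3 SD of compounds lacking own fluorescence, cut at about 54% in these data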;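 also: plate controls were DMSO wells for no effect and 5 µM unlabelled arrestin peptide for full effect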
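Measured by: flow cytometry, FL1 (488/535 nm); Material: AP2 appendage R879A on GSH beads; Evaluation: percent response; Timing: pre-incubation 12 min, peptide binding 1 h, room temperature; Also added: 50 nM FITC-arrestin peptide; Medium: PBS with 0.05% Tween 20 and 0.1% BSA.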
LANA DNA inh: inhibitors of KSHV LANA C-terminal domain DNA binding | MBP-C-LANA/FAM-LBS DNA binding, fluorescence polarization | inhibition, % at 9 µM | actives 0.078% (n = 340,000);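 active = highest replicate inhibition at or above 60% at 9 µM, even if other replicates fall short; inactive = all replicates below 60% inhibition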;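 also: 0% = neutral control wells and 100% = 4 µM acridine orange control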
SR-BI DiI-HDL act: activators of SR-BI mediated HDL lipid uptake | activation, % at 12.5 µM | actives 0.096% (n = 320,000) | CHO ldlA[mSR-BI] cells, DiI-HDL uptake fluorescence, 3 h; 100 = double the neutral-control signal;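 active = mean replicate activation of at least 60% and every replicate at or above 60%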;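 also: 0% = median plate neutral-control signal and 100% = twice that signal; values of inactives mirror those of a sister screen read the other way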
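system = CHO ldlA[mSR-BI] cells, LDL receptor-null, SR-BI overexpressing | medium = Ham's F12 with 0.5% BSA, HEPES 25 mM, pH 7.4 | probe or stimulus = DiI-HDL 10 µg/mL | compound dosing = single-point compound dose | incubation = compound exposure 3 h, 37 °C | technique = DiI fluorescence, bottom read | read-out = cell-associated DiI fluorescence as measure of HDL uptake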
RTF Ca sens inh: cardiac RTF calcium desensitization; inhibition, % at 7.15 µM; actives 0.12% (n = 340,000); IANBD-labeled cardiac RTF, Ca2+ fluorescence; P19429+P45379;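 active = inhibition above the mean inhibition of all tested compounds plus 3 SD, cut at about 17% in these data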;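 also: assay run at fixed EC70 calcium of 1.6 mM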
PKA-R2B act: activates the human PKA-R2B holoenzyme complex; P22694+P31323; PKA-R2B holoenzyme dissociation, Cy5-IP20 fluorescence polarization; R2B truncated from residue 108, S112A mutant; 0% DMSO only, 100% 113 µM cGMP; activation, % at 11.4 µM; actives 0.079% (n = 340,000);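 active = activation above a cutoff set at the mean over all compounds plus 3 SD, cut at about 18% in these data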;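 also: higher means more holoenzyme dissociation and a rise in polarization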
NSD2 inh: NSD2 (human) methyltransferase inhibition; inhibition, % at 12.5 µM; O96028; NSD2 peptide methylation, AlphaScreen, 120 min; actives 0.54% (n = 310,000); in the data active = inhibition above about 50%
Keap1-Nrf2 PPI: inhibitors of human Keap1-Nrf2 protein-protein interaction; AID 504523; Keap1 Kelch-Nrf2 peptide fluorescence polarization, 1536-well; actives 0.15% (n = 340,000); Q14145; inhibition, % at 9.4 µM; in the data active = inhibition above about 12%;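 also: human Keap1 Kelch domain with fluorescein labeled Nrf2 9mer peptide probe; 0% = neutral control wells and 100% = peptide positive control; higher means more block of Keap1 binding to Nrf2 peptide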
Target sequence (Q14145 whole entry, looked up, the tested form may be a part): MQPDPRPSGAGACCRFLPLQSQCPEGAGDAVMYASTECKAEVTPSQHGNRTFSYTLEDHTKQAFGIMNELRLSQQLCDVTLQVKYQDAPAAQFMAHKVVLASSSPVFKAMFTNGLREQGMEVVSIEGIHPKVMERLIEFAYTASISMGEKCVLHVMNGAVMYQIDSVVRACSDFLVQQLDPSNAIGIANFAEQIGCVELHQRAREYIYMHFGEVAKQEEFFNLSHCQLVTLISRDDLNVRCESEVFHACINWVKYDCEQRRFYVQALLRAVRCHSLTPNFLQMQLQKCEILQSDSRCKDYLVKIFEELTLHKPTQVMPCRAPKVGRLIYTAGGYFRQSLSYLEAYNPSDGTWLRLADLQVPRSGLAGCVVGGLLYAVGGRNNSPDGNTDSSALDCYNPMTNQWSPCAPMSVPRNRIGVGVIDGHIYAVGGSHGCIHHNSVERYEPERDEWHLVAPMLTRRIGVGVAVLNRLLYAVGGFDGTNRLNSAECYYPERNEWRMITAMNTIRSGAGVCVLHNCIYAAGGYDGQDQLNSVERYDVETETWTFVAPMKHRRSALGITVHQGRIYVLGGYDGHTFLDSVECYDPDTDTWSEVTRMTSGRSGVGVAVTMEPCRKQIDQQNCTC
SR-BI DiI inh: mouse SR-BI HDL lipid transfer inhibition; inhibition, % at 12.5 µM; actives 0.96% (n = 320,000); ldlA[mSR-BI] CHO cells, DiI-HDL uptake fluorescence, 3 h; AID 488896;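 active = mean replicate inhibition of at least 70% and a set share of replicates each scoring 70 or more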;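 also: 0% = median of neutral control wells and 100% = median of positive control wells; values of inactives mirror those of a sister screen read the other way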
The depositor's hits bear a star; x = not tested or not shown. Hits appear at their usual frequency. Share with any hit: about 2.1%.

entry	canonical_smiles	PvdQ acylase	DAGLB inhibitor	Arr AP2 block	LANA DNA inh	SR-BI DiI-HDL act	RTF Ca sens inh	PKA-R2B act	NSD2 inh	Keap1-Nrf2 PPI	SR-BI DiI inh
1	CCn1ncc(Br)c1C(=O)N(C)C12CC3CC(CC(C3)C1)C2	-17	-5	-2	-1.6	-2	2	-2	-9	-1	2
2	COc1ccc(Cl)cc1-c1nc(SCC(N)=O)n[nH]1	-9	1	3	-1.5	13	5	6	-14	-1	-13
3	CN1CCN(CC(=O)Nc2c(C(=O)c3ccccc3)oc3ccccc23)CC1	-5	1	-5	-1.1	8	7	10	15	-5	-8
4	Cc1cc2nnc(SCC(=O)Nc3cc(S(=O)(=O)N4CCOCC4)ccc3Cl)n2c2ccccc12	-14	0	2	0.9	-5	1	-9	-2	-6	5
5	COC(=O)C(C)Sc1nc2c(c(=O)[nH]c(=O)n2C)n1CCCc1ccccc1 (centres undefined)	-4	1	-3	-0.6	-11	0	-8	1	-2	11
6	COc1ccccc1N1CCN(C(=O)CSc2nnc(-c3ccoc3C)o2)CC1	-8	-8	-1	0.0	-44	-1	-1	0	-3	44
7	CN(C)S(=O)(=O)c1ccc(C(=O)NNC(=O)C23CC4CC(CC(C4)C2)C3)cc1	-15	0	2	-2.3	-10	-2	5	0	-1	10
8	COc1cc(C=NNc2nc3c([nH]2)c(=O)n(C)c(=O)n3C)ccc1O	-1	-1	-12	1.2	-3	-9	5	-1	3	3
9	O=[N+]([O-])c1cccc(-c2cc3ccccc3[nH]2)c1	-5	0	-8	-2.5	-33	3	-12	-4	1	33
10	N#Cc1ccccc1OCC(=O)NCC1(N2CCCCC2)CCCCC1	-13	-1	-26	1.1	8	-1	-2	-2	-7	-8
11	O=C(Nc1nnc(CCN2CCOCC2)s1)c1ccccc1	-1	1	6	2.6	5	-5	-6	0	-4	-5
12	CCOC(=O)C1=CN(Cc2cccc(F)c2)S(=O)(=O)N(CC)C1c1ccc(Br)cc1F (centres undefined)	4	-12	12	0.3	-19	-2	-2	x	1	19
13	COc1ccc(NC(=O)CN2C(=O)C(C)SC(C)C2=O)c(OC)c1 (centres undefined)	-12	-1	-7	0.7	-7	-5	-9	1	-3	7
14	Cc1cc(C(=O)COc2ccc(C#N)cc2)c(C)n1-c1ccc2c(c1)OCO2	-9	-3	3	-1.8	16	-2	3	-1	-4	-16
15	NC(=O)C1CCCN(S(=O)(=O)c2ccc(Br)cc2)C1 (centres undefined)	-17	2	2	4.2	20	1	-3	-2	0	-20
16	Cc1ccc(NC(=O)CN(C)S(=O)(=O)c2ccc(Cl)s2)c(O)c1	2	-5	13	0.8	6	-7	6	-1	-1	-6
17	Cc1ccc(N2C(=O)CC(Sc3nc(-c4ccccc4)c4cc(Cl)ccc4n3)C2=O)c(C)c1 (centres undefined)	-3	0	7	-2.3	-16	-1	7	-1	1	16
18	CCN(CC(=O)NC1CCS(=O)(=O)C1)S(=O)(=O)c1ccc(C)c(C)c1 (centres undefined)	-4	-2	-7	0.8	9	-5	-6	3	-6	-9
19	CCC1(c2ccc(F)cc2)NC(=O)N(CC(=O)c2ccc[nH]2)C1=O (centres undefined)	-13	0	-2	1.4	-31	-9	-3	-5	-8	31
20	O=C(CN1C(=O)NC2(CCCC2)C1=O)N1CCCSC1=Nc1ccccc1	-14	-1	-9	0.1	10	1	4	1	-4	-10
21	Cc1ccc(CNC(=O)c2cc(-c3ccccc3C)n(CC3CC(c4cccc([N+](=O)[O-])c4)=NO3)n2)cc1 (centres undefined)	-3	-4	1	0.5	-38	-2	-7	x	0	38
22	COc1ccccc1NC(=O)N1CCCC1C(=O)Nc1ccc2c(c1)OCCO2 (centres undefined)	-10	-1	2	-0.3	0	-8	-13	0	0	0
23	Cc1ccc2oc(=O)c(/C=C(\O)CC(C)C)nc2c1	11	2	9	-1.6	-1	-3	-2	1	-8	1
24	O=C(CN1CCCCC1)N1CCCc2ccccc21	-9	-4	6	0.1	2	1	-3	-1	-1	-2
25	Cc1cccc(NC(=O)C2CC3CCC2C3)c1C (centres undefined)	8	-6	7	-1.9	-8	-8	-2	-4	-5	8
26	COc1ccccc1/C=C/C(=O)NCC(=O)N/N=C/c1ccc(C(=O)O)cc1	-6	0	18	-0.7	-13	-11	3	x	-6	13
27	O=[N+]([O-])c1ccc2cc[nH]c2c1	-17	-1	-7	0.6	4	5	-7	4	-4	-4
28	CC1(C)CC(=O)C=C(NC2CCCCC2)C1	-7	-1	-3	2.5	6	-12	2	x	-3	-6
29	CCOC(=O)N1CCN(C(=O)CN(C)S(=O)(=O)c2ccc(OC)c(OC)c2)CC1	-6	-2	5	1.1	37	-7	2	x	0	-37
30	O=C1NC2(c3ccccc3)NC(=O)NC2(c2ccccc2)N1 (centres undefined)	-16	0	15	0.0	4	-8	0	0	-1	-4
31	COCc1nnc(NS(=O)(=O)c2c(C)cc(C)cc2C)s1	-10	3	-2	1.4	26	-11	-6	-1	3	-26
32	CC(C)c1ccc(S(=O)(=O)N2CCN(C(=O)C3CC3C)CC2)cc1 (centres undefined)	-13	0	-1	-0.2	13	-18	-9	5	0	-13
33	COC(=O)C1=C(C)N(CCc2ccccc2)C(=O)/C1=C\c1ccco1	-8	-2	-3	-1.3	-9	-14	1	4	-1	9
34	CCCN1C(=O)c2ccc(C(=O)Nc3cc(C)ccc3O)cc2C1=O	-7	-2	28	0.0	26	-4	-8	-2	-1	-26
35	Fc1ccccc1-c1nc2c(s1)CCc1onc(-c3ccc(Br)cc3)c1-2	9	-4	-1	-1.2	11	-4	-3	x	-4	-11
36	CCc1ccccc1N(CC(=O)N/N=C/c1ccc(OC(=O)OC)c(OC)c1)S(C)(=O)=O	-15	-2	-1	-4.5	22	-7	0	x	-2	-22
37	O=C(CCS(=O)(=O)c1ccccc1)N(CCCN1CCOCC1)c1nc2ccccc2s1	-13	3	1	-1.8	27	4	8	-2	-88	-27
38	O=C(O)C1CCN(C(=O)COc2ccc3c(c2)oc(=O)c2ccccc23)CC1	-14	-3	3	-2.1	12	-2	-7	x	-5	-12
39	CC(C)C(=O)N1CCN(c2ccccc2NC(=O)c2ccco2)CC1	-11	-2	5	-0.2	-3	-7	5	0	-5	3
40	Cn1cccc1/C=C1\CCC/C(=C\c2cccn2C)C1=O	10	-113	13	-12	-62	-310	3	x	-134	62
41	COC(=O)CCC/C=C1/SCC(NC(=O)c2ccccc2)C1O (centres undefined)	0	0	20	0.1	33	-6	1	-2	-2	-33
42	COn1c(=O)c(=O)n(OC)c2ccccc21	-3	0	-9	0.8	19	3	1	0	-3	-19
43	Cc1ccccc1C(=O)NNC(=O)c1ccc(F)cc1	10	-4	2	-0.5	38	-11	0	x	-7	-38
44	COc1ccccc1/C=N/N1C(=O)C2C3C=CC(CC3)C2C1=O (centres undefined)	9	2	21	0.1	11	7	6	1	0	-11
45	Cn1nccc1C(=O)N1CCOCC1	5	0	2	0.1	2	-15	-1	-3	-1	-2
46	O=C(CSc1ncc(-c2ccccc2)n1-c1ccccc1)NCc1ccco1	-10	-2	-3	-1.7	-1	-9	4	12	-4	1
47	CC1CCN(c2c(NCc3ccc(C(=O)NCc4ccco4)cc3)c(=O)c2=O)CC1	-8	0	-4	0.7	1	4	-1	x	-2	-1
48	COc1cc(/C=N/NC(=S)NCc2ccccc2)ccc1OCC#N	-3	0	7	0.4	13	1	4	-1	0	-13
49	Cc1cccc(C)c1OCCCN1CCCC1	-15	1	-4	-0.9	19	-10	4	-3	-1	-19
50	O=C(COc1ccc2ccc(=O)oc2c1)Nc1c(Cl)cccc1C(F)(F)F	-17	0	-3	0.2	-10	3	-3	1	0	10
51	O=[N+]([O-])c1ccc(COc2cccc3cccnc23)cc1	-17	-3	-8	-0.2	-21	-5	2	47	1	21
52	Cc1ccc(CNC(=O)c2cc(-c3ccccc3)nn2Cc2cc(C)no2)cc1	-8	-9	-4	-0.4	10	-15	4	x	-8	-10
53	CC(C)Cn1cnc2c(SCCc3ccccc3)nc(N)nc21	-12	-4	7	0.5	-4	-1	1	13	-4	4
54	Cc1nc2ccccc2c(=O)n1/N=C/c1ccccc1OC(F)F	-12	-2	3	0.2	3	-5	-3	0	2	-3
55	CCC1CCCCN1Cc1nc(Cc2ccccc2Cl)no1 (centres undefined)	1	-8	51	0.4	x	-3	-5	2	0	x
56	CC(Sc1nc2ccccc2c(=O)n1CC1CCCO1)C(=O)N(C)c1ccccc1 (centres undefined)	7	2	-2	-2.6	6	-5	-4	1	-2	-6
57	CC1CCCN(S(=O)(=O)c2ccccc2[N+](=O)[O-])C1 (centres undefined)	5	-3	42	-0.5	9	-5	8	0	2	-9
58	O=C(Cc1ccc(S(=O)(=O)N2CCOCC2)s1)NC1CCCCC1	-1	-4	16	0.5	11	2	-1	0	-6	-11
